Screening data from PubChem BioAssay.
KLF5 inh: suppresses KLF5 promoter-driven expression | DLD-1 KLF5 promoter-luciferase reporter, luminescence | inhibition, % at 5 µM | 290,000 tested, 0.23% active | AID 1700;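 active means inhibition above a per-plate limit of that plate's mean compound inhibition plus 3 SD, cut at about 60% in these data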;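 further: 0% = DMSO wells and 100% = LY294002 at 200 µM; higher means less KLF5 promoter-driven luciferase light; inactives centre near -14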
HIF act: HIF pathway transcriptional activation. 300,000 tested, 0.32% active. AID 1910. U2OS HRE-luciferase reporter, luminescence; normalized: DMSO 0%, desferrioxamine 100%. activation, % at 7.5 µM (by protocol);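 active means mean activation of at least 10% of the iron chelator positive control signal, with at least half of replicates also reaching 10%; inconclusive means mean and replicate majority disagree about reaching 10%; inactive means mean and most replicates under 10%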
HDAC3 inh: blocks human histone deacetylase 3 | O15379 | recombinant HDAC3, fluorogenic peptide/trypsin coupled, fluorescence | inhibition, % at 8.3 µM | 320,000 tested, 0.15% active; in the data active means inhibition above about 26%, passing the limit was not always enough; inconclusive means no clear call, values can overlap the other calls
Target sequence (O15379 whole entry, looked up): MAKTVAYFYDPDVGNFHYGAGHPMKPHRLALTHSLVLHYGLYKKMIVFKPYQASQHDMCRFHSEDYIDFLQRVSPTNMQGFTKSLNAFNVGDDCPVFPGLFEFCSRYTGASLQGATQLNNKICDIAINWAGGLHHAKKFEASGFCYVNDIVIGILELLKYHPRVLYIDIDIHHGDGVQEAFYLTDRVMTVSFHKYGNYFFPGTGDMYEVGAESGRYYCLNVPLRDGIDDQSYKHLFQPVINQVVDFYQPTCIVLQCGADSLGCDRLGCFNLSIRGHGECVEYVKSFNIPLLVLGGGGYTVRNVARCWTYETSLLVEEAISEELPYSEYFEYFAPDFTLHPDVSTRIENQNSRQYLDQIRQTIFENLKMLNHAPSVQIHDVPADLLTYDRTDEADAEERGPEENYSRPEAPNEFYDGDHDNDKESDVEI
AI-2 QS mod: modulates the Vibrio harveyi AI-2 quorum sensing system | Vibrio harveyi JMH597 AI-2 luminescence/OD600 ratio, 9 h; stronger effect = lower value; strain lacks LuxN and CqsS sensors; 0 = neutral-control median | activity change, % at 7.5 µM | 300,000 tested, 0.4% active | AID 2094; in the data active means activity change below about -75%, passing the limit was not always enough; inconclusive means no clear call, values can overlap the other calls;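 further: luminescence divided by OD600 gain over 9 h not by final OD600 alone; inactives centre near 13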
aSyn UTR inh: 5' untranslated region of α-synuclein, MLPCN primary screen; alpha-synuclein 5'UTR reporter, inhibitor activity; 300,000 tested, 0.82% active; inhibition, % (tested at 7.5 µM); in the data active means inhibition above about 60%; inconclusive means no clear call, values can overlap the other calls;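 further: H4 neuroglioblastoma cells stably carrying SNCA 5'UTR luciferase fusion; 0% = DMSO wells and 100% = positive control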
HSP90 refold inh: inhibitors of HSP90 luciferase refolding in rabbit reticulocyte lysate; AID 1789; 290,000 tested, 0.91% active; luciferase refolding luminescence, 3 h; inhibition, % at 5.6 µM;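 active means inhibition above the screen-wide mean plus 3 SD, computed separately per campaign, cut at about 16% in these data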;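 further: 0% = DMSO wells and 100% = 60 µM geldanamycin wells; inhibitors lower the luminescence because luciferase stays unfolded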
HSF-1 act: increases HSF-1 driven luciferase reporter signal; activation, % at 9 µM; 300,000 tested, 1.7% active; AID 504408; NIH3T3-HGL HSF-1 luciferase reporter, MG132, 8 h; 100% = twice DMSO control signal;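 active means mean replicate activation of at least 50% with a set share of replicates each reaching 50%; inconclusive means only one of those two conditions met; inactive means mean below 50% and too few replicates reaching it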;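 further: 0% = median of the neutral control wells and 100% = twice that signal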
Platelet DG rel: modulates dense granule release in human platelets. human platelet-rich plasma, SFLLRN dense granule ATP release, luminescence. inhibition, %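 (compounds screened at 7.5 µM in platelet-rich plasma)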. 300,000 tested, 0.22% active;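 active means mean replicate score, as percent of positive control, at or above 50; inconclusive means mean below 50 but at least one replicate at or above 50; inactive means mean and every replicate below 50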
HSF1 inh: HSF1 inhibition; NIH3T3-HGL HSE-luciferase, MG132-induced, luminescence 8 h; stronger effect = lower value; activity change, negative = inhibition, % at 7.5 µM (by protocol); 300,000 tested, 0.77% active; AID 2098;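 active means more than half of replicate wells show activity change below -50%, luminescence cut by over half; inconclusive means some wells, but at most half, below -50%; inactive means no replicate well below -50%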;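 further: luciferase reports HSF-1 transcriptional activity via heat shock element; 0% = median of DMSO wells and -100% = zero luminescence signal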
IEC-6 tox: kills IEC-6 intestinal cells in KLF5 counter-screen. 290,000 tested, 0.78% active. IEC-6 cytotoxicity, luminescence viability. inhibition, % at 5 µM. AID 1825; in the data active means inhibition above about 22%;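 further: 0% = plate median of test compound wells and 100% = cytotoxic reference compound wells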
Numbers without * were called inactive; ? = inconclusive; / = not tested or not shown.

SMILES	KLF5 inh	HIF act	HDAC3 inh	AI-2 QS mod	aSyn UTR inh	HSP90 refold inh	HSF-1 act	Platelet DG rel	HSF1 inh	IEC-6 tox
O=C(COc1ccccc1Cl)c1ccc[nH]1	-59.9	2.7	11.0	-3.6	-47.1	-1.8	-0.8	-1.5	7.0	-23.2
COc1ccc(OCCn2cc(/C=C(\C#N)C(=O)NCc3ccco3)c3ccccc32)cc1	12.8	0.0	-13.4	35.3	45.6	1.8	11.4	7.3	8.3	-3.1
CCc1ccc(OCCOCC(O)CNC(C)(C)C)cc1 (centres undefined)	-11.9	0.1	-1.6	8.3	-8.9	-2.5	-7.6	-9.0	-7.3	-3.3
Cn1c(SCC(=O)NCCc2ccccc2)nnc1C1CCCCC1	-10.1	-0.3	8.1	10.9	2.7	2.0	6.4	-18.2	-1.8	-0.8
O=C(Nc1ccncc1)c1ccc2ccccc2c1	-88.3	5.0	-1.5	-17.5	-135.4	-1.8	-5.5	4.7	4.4	3.1
COCCCNC(=O)CCn1c(=O)c2ccccc2n(CC(=O)NCCC2=CCCCC2)c1=O	3.0	-0.5	2.5	14.4	17.9	-0.2	1.1	1.3	4.3	-1.4
CCOC(=O)c1oc2ccc(Cl)cc2c1NC(C)=O	-7.1	-1.1	-2.0	-1.4	14.2	2.5	21.3	2.7	0.2	-0.8
O=C(COC(=O)c1ccc(NS(=O)(=O)c2ccc3c(c2)OCCO3)cc1)NCC1CCCO1 (centres undefined)	-19.1	0.8	-5.0	15.2	12.9	1.5	-0.9	-0.8	0.1	1.8
CCC(CC)C(=O)Nc1nnc(S(=O)(=O)N(CC)c2ccc(OC)cc2)s1	-26.7	-2.6	11.0	6.0	8.4	-2.7	0.7	8.0	5.2	-4.2
Cc1nc(N2CCN(c3ccccc3)CC2)nc2c1C(=O)CC(C)C2 (centres undefined)	2.3	-0.3	7.7	12.1	4.6	1.8	-4.8	-1.9	-6.2	-0.8
CCOC(=O)Cc1csc(NC(=O)c2ccco2)n1	-62.1	2.2	3.9	25.8	-162.4	1.3	3.6	-1.2	-0.5	2.6
Clc1ccc(COn2nnc3ccccc32)c(Cl)c1	-122.7	-27.3	5.7	12.5	-151.4	5.0	85.8*	2.1	52.6	-0.3
Cc1ccc(NC(=O)COc2ccc(/C=C3/SC(=Nc4ccccc4)N(Cc4cccnc4)C3=O)cc2)cc1	-4.6	0.0	0.6	11.9	35.8	0.7	-0.4	8.5	-9.3	-1.8
O=C(Oc1cccnc1)c1ccc(Cl)cc1	-25.4	-0.2	1.3	24.9	-0.7	3.5	2.6	5.6	-3.1	4.4
CCCCn1c(C(C)NC(=O)c2cccs2)nc2ccccc21 (centres undefined)	-12.9	0.9	6.1	4.6	-15.0	5.8	10.8	-1.3	-6.1	-3.4
O=C(CN1CCCCC1)NNC(=O)c1ccc([N+](=O)[O-])cc1	-29.5	-0.1	2.7	12.7	-28.3	-6.5	-13.0	-2.6	-5.0	-7.1
COCCNC(=O)C(c1ccc(OC)cc1)N(C(=O)Cn1nnc2ccccc21)c1cccnc1 (centres undefined)	-21.2	0.1	-1.1	3.9	-0.9	0.1	4.2	2.0	-8.2	-2.8
COc1ccccc1C1/C(=C(\O)c2ccc3c(c2)OCCO3)C(=O)C(=O)N1CCCn1ccnc1 (centres undefined)	-19.3	0.4	-2.6	22.2	-4.1	-1.1	20.8	3.5	9.4	0.6
Cc1nc(C)c(-c2ccc(SCc3cccc(F)c3)nn2)s1	1.1	1.7	1.9	29.1	-45.5	-3.8	25.0	-10.3	2.3	-8.3
BrC(=C\c1ccccc1)/C=N/N1CCN(c2ccccc2)CC1	-15.2	2.0	-4.6	22.2	-65.3	-1.6	162.5*	-5.6	107.0	-2.0
Cc1ccc(-c2cc(C(=O)NCCN3CCOCC3)c3ccccc3n2)o1	-8.2	0.1	-2.4	5.8	-7.1	6.2	-27.5	35.6	-11.3	10.4
Cc1cc(Oc2ccc(=O)n(C)n2)nc(Oc2ccc(=O)[nH]n2)n1	-20.2	-0.4	-0.8	12.6	1.1	-4.4	6.7	-6.1	-4.0	-2.7
Cc1ccc(NC(=O)C2=C(O)CCn3c2nc2ccccc23)cc1	-43.8	0.7	7.5	-2.1	-131.1	7.2	/	-3.7	/	2.2
CC(=O)Nc1ccc(N=Nc2ccccc2)cc1	-163.2	0.9	6.2	18.7	-179.1	-4.1	59.7*	8.2	22.3	-10.9
S=C(NNc1nc(Nc2ccccc2)nc(N2CCCCC2)n1)NC1CCCCC1	-6.1	0.6	6.5	3.8	-13.5	1.2	-5.0	-2.5	-13.9	-1.4
O=c1[nH]c(NNC(=S)NC2CCCCC2)nc2c1C1(CCCC1)Cc1ccccc1-2	-8.8	0.0	/	19.0	7.2	3.6	-3.4	3.1	-6.6	5.3
CC(=O)c1cccc(NC(=O)C(OC(=O)c2ccccc2NS(=O)(=O)c2cccs2)c2ccccc2)c1 (centres undefined)	-6.2	-0.3	-0.1	-3.8	-47.1	8.3	-10.2	-8.3	-1.3	0.2
Cc1ccc(NC(=O)CSc2nnc3ccc(-c4cccnc4)nn23)cc1	/	0.4	-3.3	22.9	16.5	/	2.3	1.7	-5.7	/
CCC(=O)c1c(NCCc2ccccc2)cc(C)oc1=O	2.0	0.2	-1.6	9.3	3.8	-0.4	-25.4	1.7	-4.8	0.0
COCCNC(=O)Cn1cc(S(=O)(=O)N2CCN(c3ccccc3F)CC2)c2ccccc2c1=O	-1.6	-1.2	0.0	15.5	2.9	1.0	8.7	-0.8	-2.2	-3.5
COC(=O)CCC(=O)N1CCCC(CO)(Cc2ccccc2F)C1 (centres undefined)	-20.7	-0.7	-0.7	-8.7	3.4	4.4	1.8	-2.8	-2.6	-2.0
N#Cc1ccsc1NC(=O)CN1CCCCC1	-9.2	-1.3	-7.4	30.0	20.2	-0.6	-9.0	-0.1	-3.8	-3.0
Cc1cc(OCc2cc(C(=O)NCc3csc(C(C)C)n3)no2)cc(C)c1Cl	-44.0	-0.4	17.9	19.0	-15.2	0.8	7.7	-1.1	-1.6	2.5
COc1cccc(Sc2cc(N3CCOCC3)nc(-c3ccccc3)n2)c1	-36.4	-0.1	4.4	7.3	4.1	3.9	-13.3	6.5	-8.7	-4.6
COc1ccccc1C(CC(=O)Nc1ccc(C)c(C)c1)c1ccc(OC(C)C)cc1 (centres undefined)	-11.0	-0.1	3.9	-2.0	8.0	1.3	-3.2	3.3	-2.6	-3.1
COC(=O)c1cc(NC(=O)c2cc(C(C)(C)C)nn2Cc2ccc(F)cc2)ccc1N1CCOCC1	9.6	-0.9	-3.1	16.6	31.7	0.5	36.6	-8.3	7.7	-1.8
CCN(CC)CCNCC(=O)Nc1ccc(Oc2ccccc2)cc1	-18.3	-0.4	3.8	-14.5	-11.4	5.1	-10.0	-0.6	-8.0	-2.9
O=C(NCCO)c1cccc(S(=O)(=O)N2CCCCC2)c1	-21.1	0.0	-1.8	18.3	4.4	-4.1	-7.0	-6.5	-3.4	-5.3
COc1ccccc1/C=C/C(=O)N1CCC(c2ccccc2)C1 (centres undefined)	-18.3	2.5	-5.0	17.0	-176.5	-6.8	43.7	-4.3	12.5	2.9
Cc1cccc(C)c1OCc1cc(C(=O)N2CCN3CCCC3C2)no1 (centres undefined)	-12.8	2.3	?	12.9	-5.7	-7.4	-7.4	-2.6	6.5	-7.3
COc1ccc(NC(=O)c2[nH]c(C)c(C(C)=O)c2C)cc1S(=O)(=O)N1CCOCC1	-5.6	0.0	0.0	19.0	-25.7	-3.9	5.2	-0.6	-0.1	3.8
O=C(OCC(=O)N1CCCc2ccccc21)c1ccc(C(F)(F)F)cc1	/	-0.3	-2.4	19.9	-3.3	/	-8.7	-7.0	-0.2	/
CC1CCc2sc(C(=O)N/N=C/c3ccc(O)cc3)cc2C1 (centres undefined)	-70.3	1.2	9.6	15.6	-30.7	-0.6	26.5	-3.8	9.4	4.7
COc1ccccc1C(CNC(=O)c1cccc(S(=O)(=O)NCc2ccccc2)c1)N(C)C (centres undefined)	/	-0.2	3.0	-7.3	-7.3	/	8.4	-0.7	0.5	/
CCOP(=O)(OCC)C(Nc1ccc(F)cc1)c1ccccc1 (centres undefined)	4.8	-0.2	-0.8	-4.4	-13.9	-3.0	24.9	-14.4	-3.9	4.9
Cc1ccc(/C=C(\C#N)C(=O)NC(C)c2ccccc2)o1 (centres undefined)	-32.8	-0.4	8.0	15.9	1.2	-5.3	7.3	-5.4	-6.3	-3.0
Cc1ccccc1NC1=NC(=S)N(c2ccccc2)C12CCOC(C)(C)C2 (centres undefined)	-5.6	-0.1	-0.1	11.3	16.5	-1.6	5.0	-1.7	-2.7	-5.9
COc1ccc(C(=O)NCC(=O)OCC(=O)Nc2sccc2C#N)cc1OC	4.1	0.5	2.3	7.3	-25.9	1.2	-5.2	10.0	4.1	-7.9
CCOC(=O)/C(C#N)=C1/SC(CC)C(=O)N1c1ccc(Br)cc1 (centres undefined)	-1.7	-0.3	-10.0	16.0	0.1	-4.0	9.5	12.5	2.4	-0.6
Cc1onc(-c2ccccc2)c1C(=O)NC(=S)NNC(=O)c1ccc(O)cc1	4.1	-0.6	1.5	55.8	32.3	0.8	2.9	9.1	0.1	1.5
CCOC(=O)c1c(-c2ccc(C)o2)csc1NC(=O)CSc1nncs1	-10.0	1.0	2.6	42.2	30.7	0.5	95.5*	3.1	80.3	5.1
O=C(NCC1CCCO1)C(c1ccncc1)N(Cc1cccs1)C(=O)CN1C(=O)c2ccccc2S1(=O)=O (centres undefined)	-4.8	0.6	-3.3	27.2	-0.4	-5.7	10.9	1.6	1.4	-4.7
Cc1cc(C)n(-c2nncn2/N=C/c2ccccc2F)n1	9.1	-24.0	-1.0	-25.8	8.1	-1.9	19.7	0.3	-4.1	-1.3
CCCC1S/C(=N/N=C/c2ccco2)NC1=O (centres undefined)	-22.4	-0.1	9.6	3.4	-11.4	-1.1	-26.5	9.2	-2.3	6.8
CC(=O)NCCc1nc2cc(NS(=O)(=O)c3ccc(Cl)cc3)ccc2n1C	-6.8	-1.7	2.5	12.3	12.3	-0.1	1.3	3.1	-1.1	4.6
O=C(c1cc(-c2cccs2)nc2ccccc12)N1CCN(S(=O)(=O)c2cccc(F)c2)CC1	13.2	0.0	-10.5	24.2	27.6	11.0	-4.9	5.0	5.8	2.3
O=C(CCCn1c(=O)c2sccc2n(CC(=O)NCc2ccco2)c1=O)NCc1ccco1	-34.2	0.2	1.1	-1.3	12.6	-0.9	-16.5	7.1	-7.9	0.0
Cc1ccc(Nc2nc(-c3ccccc3)cs2)nc1	-85.5	-1.3	3.0	0.0	32.7	14.6	-1.5	3.7	3.5	5.1
CC(C)CN(C(=O)CC1OC(=O)c2ccccc21)c1c(N)n(Cc2ccccc2)c(=O)[nH]c1=O (centres undefined)	/	-0.3	1.5	36.9	-10.5	/	1.5	-2.8	-1.0	/
